Screening results: PubChem, Sanford-Burnham Center for Chemical Genomics
APJ antagonist = antagonists of human apelin receptor APJ, primary screen, CHO-K1 cells, beta-arrestin complementation, luminescence | P35414 | inhibition, % at 20 µM | actives 0.32% (n = 330,000) | AID 2521, 2010;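 active means inhibition above about 40% at 20 µM, limit read from the data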;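 further: cells challenged with 10 nM apelin-13 agonist together with compound; plate controls were apelin-13 plus DMSO wells for no effect and DMSO wells lacking apelin-13 for full effect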
UBC13 polyUb = UBC13 polyubiquitin chain formation inhibitors, primary screen, biochemical, TR-FRET, uHTS; inhibition, % at 20 µM; actives 0.47% (n = 330,000); in the data active means inhibition above about 45%, passing the limit was not always enough
CCR6 antagonist = CCR6 receptor antagonists, primary screen, cell-based, CHO-K1, luminescence, beta-arrestin, uHTS. actives 0.49% (n = 340,000). C-C chemokine receptor type 6 (Homo sapiens), P51684. CHO-K1 CCR6 PathHunter beta-arrestin, CCL20-stimulated. inhibition, % at 20 µM. AID 493098, 2011;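 active means compounds whose inhibition of the agonist-driven luminescence signal at 20 µM reaches about 50%, limit read from the data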;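 further: cells stimulated with CCL20 at 14 nM final; plate controls were DMSO with CCL20 for no effect and DMSO without agonist for full effect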
Target sequence (P51684 whole entry, looked up): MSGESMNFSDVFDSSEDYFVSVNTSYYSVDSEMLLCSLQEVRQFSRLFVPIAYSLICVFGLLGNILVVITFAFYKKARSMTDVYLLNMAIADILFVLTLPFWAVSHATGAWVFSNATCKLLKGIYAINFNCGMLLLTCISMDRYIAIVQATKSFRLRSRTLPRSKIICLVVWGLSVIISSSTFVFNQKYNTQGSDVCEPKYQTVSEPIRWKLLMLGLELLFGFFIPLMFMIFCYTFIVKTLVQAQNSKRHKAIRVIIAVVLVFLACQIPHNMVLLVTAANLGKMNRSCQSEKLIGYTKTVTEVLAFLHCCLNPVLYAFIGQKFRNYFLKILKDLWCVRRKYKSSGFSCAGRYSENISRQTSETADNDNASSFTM
EBI2 block = EBI2 receptor antagonists, beta-arrestin recruitment, primary screen, cell-based, luminescence, 7a,25-OHC stimulation, uHTS; G-protein coupled receptor 183 (Homo sapiens), P32249; 7a,25-OHC stimulated; inhibition, % at 5 µM; actives 0.81% (n = 360,000); AID 651636, 2012; in the data active means inhibition above about 38%;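 further: enzyme fragment complementation signal reports receptor beta-arrestin coupling in cells; 0% = agonist plus DMSO wells and 100% = wells without agonist; some results beyond the cut were filed as inactive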
Target sequence (P32249 whole entry, looked up, the tested form may be a part): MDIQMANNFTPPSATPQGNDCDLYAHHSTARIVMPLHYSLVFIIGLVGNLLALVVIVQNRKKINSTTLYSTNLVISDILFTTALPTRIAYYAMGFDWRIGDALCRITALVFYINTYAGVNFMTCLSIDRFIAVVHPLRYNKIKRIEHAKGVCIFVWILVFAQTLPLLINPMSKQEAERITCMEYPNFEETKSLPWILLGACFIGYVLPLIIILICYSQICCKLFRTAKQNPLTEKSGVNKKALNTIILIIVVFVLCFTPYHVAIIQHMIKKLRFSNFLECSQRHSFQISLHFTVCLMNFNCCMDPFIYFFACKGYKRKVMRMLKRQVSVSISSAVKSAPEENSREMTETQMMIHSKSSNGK
Jurkat NFkB inh = inhibitors of induced NF-kB luciferase reporter, primary screen, TCR NF-kB activation inhibitor project, cell-based, luminescence, uHTS; Jurkat, PMA/ionomycin-induced NF-kB luciferase reporter; inhibition, % at 4 µM; actives 0.53% (n = 330,000); AID 435003, 2010; in the data active means inhibition above about 50%
Gli-Sufu block = Gli-Sufu pathway antagonists, primary screen, luciferase luminescence, Sufu-KO-LIGHT cells, uHTS; Sufu-KO-LIGHT fibroblasts, Gli luciferase reporter luminescence; inhibition, % at 5 µM; actives 0.74% (n = 340,000);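 active means inhibition above about 55%, limit read from the data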;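 further: 0% = DMSO-treated cells and 100% = wells with medium but no cells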
697 NFkB inh = inhibitors of PMA/ionomycin-induced NF-kB reporter, 697 cells, primary screen, B-cell NF-kB inhibitor project, cell-based, luminescence, uHTS. inhibition, % at 4 µM. actives 0.33% (n = 330,000). 697 B-cell NF-kB luciferase reporter, 16 h; in the data active means inhibition above about 35%
CXCR6 inh = CXCR6 receptor inhibitors, primary screen, cell-based, beta-arrestin, luminescence, CHO-K1 PathHunter, 1536-well; C-X-C chemokine receptor type 6 (Homo sapiens), O00574; inhibition, % at 20 µM; actives 0.36% (n = 360,000); in the data active means inhibition above about 34%, passing the limit was not always enough;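 further: antagonist mode with CXCL16 agonist at 10 nM final; 0% = 10 nM CXCL16 with DMSO and 100% = unstimulated wells without agonist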
Target sequence (O00574 whole entry, looked up): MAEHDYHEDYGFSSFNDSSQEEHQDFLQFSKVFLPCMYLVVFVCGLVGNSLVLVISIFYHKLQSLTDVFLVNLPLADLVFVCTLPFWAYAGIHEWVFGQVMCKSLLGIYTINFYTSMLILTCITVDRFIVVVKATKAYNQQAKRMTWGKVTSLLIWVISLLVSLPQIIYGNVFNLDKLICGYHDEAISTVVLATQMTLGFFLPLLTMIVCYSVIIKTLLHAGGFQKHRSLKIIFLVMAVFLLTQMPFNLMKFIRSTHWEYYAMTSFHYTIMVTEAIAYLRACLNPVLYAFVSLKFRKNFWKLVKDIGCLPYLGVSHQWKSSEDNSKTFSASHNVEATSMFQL
An asterisk follows results filed as active; . = no result given. Compounds as they come (roughly 3% active in at least one column).

| item | SMILES | CXCR6 inh | CCR6 antagonist | UBC13 polyUb | 697 NFkB inh | EBI2 block | Jurkat NFkB inh | APJ antagonist | Gli-Sufu block |
| --- | --- | --- | --- | --- | --- | --- | --- | --- | --- |
| 1 | COc1ccccc1N1CC(C(=O)Nc2ccc(C)c(S(=O)(=O)N3CCOCC3)c2)CC1=O (stereo unspecified) | 2 | 4 | 1 | 4 | -17 | 10 | 3 | 5 |
| 2 | O=C(NCc1ccc2c(c1)OCO2)c1nn2cccnc2c1Cl | -11 | 14 | -5 | -2 | 2 | 1 | 15 | 2 |
| 3 | c1ccc(CNc2ncnc3c2cnn3Cc2ccccc2)cc1 | -6 | 3 | 5 | -13 | 3 | 48 | 1 | -16 |
| 4 | CC1NC(=O)NC1CCCCCC(=O)NCCc1ccccc1 (stereo unspecified) | 5 | -1 | -4 | -7 | 3 | -12 | -7 | -1 |
| 5 | Cc1oc(/N=C/c2ccc(Cl)cc2)c(C#N)c1C | 7 | 1 | -14 | 1 | -13 | -15 | -7 | 71* |
| 6 | CS(=O)(=O)N(CC(=O)N1CCN(c2cccc(Cl)c2)CC1)c1ccccc1 | 2 | 10 | -9 | -32 | -2 | -17 | 14 | 1 |
| 7 | CN(C)c1oc(-c2ccccc2Cl)nc1P(=O)(c1ccccc1)c1ccccc1 | 16 | -7 | 3 | -1 | -10 | -6 | 4 | 10 |
| 8 | Cc1cc(NC(=O)CSc2nnc(-c3c[nH]c4ccccc34)n2-c2ccc(Cl)cc2)no1 | 11 | 3 | -15 | -13 | 6 | -6 | 4 | 15 |
| 9 | CCn1c(C)nnc1SCC(=O)NC1CCCCCC1 | -4 | -13 | 2 | 12 | -4 | 0 | 5 | 26 |
| 10 | COc1ccc(CC(=O)c2ccc(OC)c(OC)c2C)cc1OC | -8 | 0 | 9 | -28 | -5 | 13 | -58 | 0 |
| 11 | O=C(/C=C/c1ccccc1Cl)Nc1ccc2c(c1)C(=O)NC2=O | -2 | 23 | -13 | 2 | -2 | 2 | -47 | -7 |
| 12 | Cn1c(=O)[nH]c(=O)c2c1nc(SCCN1CCCCC1)n2Cc1ccccc1 | 8 | 15 | -3 | -20 | -4 | -18 | 31 | 2 |
| 13 | COc1ccc(S(=O)(=O)Nc2cccc(C(C)=O)c2)cc1Br | -2 | 11 | 8 | -20 | -19 | -9 | 7 | -1 |
| 14 | Clc1ccccc1C1SCC2Nc3ccccc3CN21 (stereo unspecified) | 2 | 1 | 4 | -21 | 9 | -42 | 2 | -5 |
| 15 | O=C(CCC(=O)c1cccs1)NCc1ccc(F)cc1 | -1 | 4 | 1 | 12 | -6 | 14 | 8 | 1 |
| 16 | CCNc1nc(SC(C)C(=O)OC)nc(N(C)C)n1 (stereo unspecified) | 2 | 9 | -7 | -8 | 2 | -7 | 16 | -3 |
| 17 | C=CCOc1c(Cl)cc(Cl)cc1S(=O)(=O)NCCO | -8 | 15 | . | . | -3 | . | . | 6 |
| 18 | CCOC(=O)c1cccc(NC(=O)CCn2nnc3ccccc32)c1 | 2 | 10 | 0 | -10 | -10 | -4 | -7 | -4 |
| 19 | O=C(C1CC1)N1N=C(c2ccccc2)CC1(O)C(F)(F)C(F)(F)F (stereo unspecified) | 1 | 11 | -5 | 1 | -5 | 6 | 7 | 3 |
| 20 | O=C(C[n+]1ccccn1)c1ccccc1 | -1 | 0 | -1 | -11 | 2 | -8 | 10 | -3 |
| 21 | O=C(COc1ccc(Cl)cc1)NCc1nnc(SCC(=O)NCc2ccc3c(c2)OCO3)o1 | 2 | 6 | -4 | -24 | -2 | -2 | 15 | 1 |
| 22 | COC(=O)c1sc(NC(=O)CCCn2nc([N+](=O)[O-])cc2C)c(C(=O)OC)c1C | 6 | 22 | 1 | -11 | 3 | 2 | -11 | 7 |
| 23 | CN1CCN(C(=O)CCCN2C(=O)/C(=C/c3cccc(Br)c3)SC2=S)CC1 | 1 | 17 | 10 | 0 | -2 | 13 | 12 | 9 |
| 24 | Cn1c(=O)[nH]c(=O)c2c1nc(N1CCCCC1)n2CCCSc1nc2ccccc2s1 | 5 | -5 | 5 | -36 | 15 | 0 | 17 | 9 |
| 25 | CCCCNC(=S)Nc1cccc(C(C)=O)c1 | -6 | 0 | -2 | 21 | -16 | 11 | -16 | 3 |
| 26 | O=C(CNC(=S)N(CCCN1CCOCC1)Cc1cccs1)NC1CCCCCCC1 | -5 | 9 | 14 | 17 | -11 | 11 | 12 | 3 |
| 27 | Cc1cc(C)c2nc(SCC#N)cc(C)c2c1 | 5 | 3 | 4 | -11 | -5 | 16 | -4 | -1 |
| 28 | CC1COC(c2cccn2Cc2ccccc2Cl)=N1 (stereo unspecified) | -1 | 15 | 4 | -3 | 8 | 6 | -5 | 2 |
| 29 | CCC(=O)NC(c1cc(Cl)c2ccccc2c1O)C1CC1 (stereo unspecified) | -7 | -5 | 84* | -11 | -14 | 7 | -10 | 27 |
| 30 | COc1ccc(Br)cc1/C=N/NC(=O)c1cccc(S(=O)(=O)N2CCOCC2)c1 | -3 | 3 | -2 | 8 | 4 | 5 | -1 | -13 |
| 31 | c1ccc(-n2ncc3c2ncn2nc(-c4ccco4)nc32)cc1 | 2 | -4 | 3 | -7 | 8 | -12 | -2 | -82 |
| 32 | COc1cccc(NC(=S)N(CCc2ccc(OC)c(OC)c2)Cc2ccccn2)c1 | 5 | 12 | 1 | 16 | -3 | -10 | 7 | 0 |
| 33 | Cc1cc(=O)[nH]c(=S)n1-c1ccccc1 | 2 | -6 | -1 | -2 | 1 | -3 | 0 | 0 |
| 34 | Cc1ccc(C(=O)Nc2cccc(Oc3ccccc3)c2)o1 | 0 | 9 | 4 | -44 | 8 | -39 | 5 | -22 |
| 35 | CCCc1cc(=O)[nH]c(SCC(=O)Nc2ncc(S(=O)(=O)c3ccc([N+](=O)[O-])cc3)s2)n1 | -6 | 11 | -10 | 3 | -15 | 5 | -59 | 1 |
| 36 | CCC(C(=O)OC)n1cnc2c(oc3ccccc32)c1=O (stereo unspecified) | 1 | 5 | -4 | -9 | 4 | -10 | 17 | -1 |
| 37 | Cc1ccc(CN(C)C(=O)CCNS(=O)(=O)c2ccccc2)o1 | -10 | 2 | -5 | -22 | -2 | -1 | 9 | -9 |
| 38 | Cc1cccc(NC(=O)CNC(=O)CCNC(=O)c2ccc(C(C)(C)C)cc2)c1C | -3 | 2 | -12 | -17 | -15 | 6 | 23 | 12 |
| 39 | Cc1ccc(S(=O)(=O)N2CCC(C(=O)Nc3cc(C(F)(F)F)ccc3N3CCOCC3)CC2)cc1C | 8 | 7 | 0 | 9 | 13 | 21 | 8 | 12 |
| 40 | CN(C1CCS(=O)(=O)C1)S(=O)(=O)c1ccccc1 (stereo unspecified) | -8 | 19 | 0 | -6 | -1 | -10 | -7 | 0 |
| 41 | COc1ccc(C2c3c(ccc4ccccc34)Oc3ncn4nc(-c5ccco5)nc4c32)cc1OC (stereo unspecified) | -4 | 11 | -4 | -3 | -8 | 8 | -12 | 12 |
| 42 | CCOC(=O)c1sc(NC(=O)c2cccc(S(=O)(=O)N(CC)CC)c2)cc1C | 6 | 17 | 20 | -37 | 28 | -34 | 8 | -1 |
| 43 | COc1ccc(NC(=O)C(CCS(C)(=O)=O)N2C(=O)c3ccccc3C2=O)cc1 (stereo unspecified) | -8 | 5 | 6 | 14 | -8 | 14 | -16 | 2 |
| 44 | N#Cc1c(NC(=O)CSc2nc3c(c(C(F)(F)F)n2)CCc2ccccc2-3)sc2c1CCCC2 | -5 | -4 | -15 | 15 | 4 | 14 | 21 | 7 |
| 45 | COc1cccc(CNS(=O)(=O)/C=C/c2ccc3c(c2)OCO3)c1 | 0 | 3 | -3 | 1 | -5 | -8 | 10 | 3 |
| 46 | Cc1cc(NC(=O)c2c(-c3c(Cl)cccc3Cl)noc2C)n(C)n1 | -7 | 2 | 4 | 15 | 3 | -2 | 13 | 4 |
| 47 | CCCn1nc(C(=O)NC2CCCCCC2)c2ccccc2c1=O | -4 | 3 | 0 | 9 | 1 | -4 | 6 | 9 |
| 48 | CCc1nc(C)cn1S(=O)(=O)c1ccc(Cl)c(Cl)c1Cl | -3 | -4 | 5 | -32 | 3 | 12 | -6 | 6 |
| 49 | COC(=O)c1cccc(NC(=O)C(C)N2C(=O)c3ccccc3C2=O)c1 (stereo unspecified) | 0 | -1 | 1 | 11 | -4 | 4 | 2 | 1 |
| 50 | CSCCC(NS(=O)(=O)c1ccc2c(c1)oc(=O)n2C)C(=O)NC1CCCc2ccccc21 (stereo unspecified) | 2 | 3 | -5 | 2 | -2 | 10 | 2 | 8 |

Entries by screen from the list.
Compounds 22–29 in APJ antagonist: -11, 12, 17, -16, 12, -4, -5, -10

As entered above.
CCR6 antagonist with `COc1ccc(NC(=O)C(CCS(C)(=O)=O)N2C(=O)c3ccccc3C2=O)cc1` (stereo unspecified) = 5
Gli-Sufu block with `Cc1ccc(CN(C)C(=O)CCNS(=O)(=O)c2ccccc2)o1` = -9

The main list resumes, repeating the five entries before the break.
| item | SMILES | CXCR6 inh | CCR6 antagonist | UBC13 polyUb | 697 NFkB inh | EBI2 block | Jurkat NFkB inh | APJ antagonist | Gli-Sufu block |
| --- | --- | --- | --- | --- | --- | --- | --- | --- | --- |
| 46 | Cc1cc(NC(=O)c2c(-c3c(Cl)cccc3Cl)noc2C)n(C)n1 | -7 | 2 | 4 | 15 | 3 | -2 | 13 | 4 |
| 47 | CCCn1nc(C(=O)NC2CCCCCC2)c2ccccc2c1=O | -4 | 3 | 0 | 9 | 1 | -4 | 6 | 9 |
| 48 | CCc1nc(C)cn1S(=O)(=O)c1ccc(Cl)c(Cl)c1Cl | -3 | -4 | 5 | -32 | 3 | 12 | -6 | 6 |
| 49 | COC(=O)c1cccc(NC(=O)C(C)N2C(=O)c3ccccc3C2=O)c1 (stereo unspecified) | 0 | -1 | 1 | 11 | -4 | 4 | 2 | 1 |
| 50 | CSCCC(NS(=O)(=O)c1ccc2c(c1)oc(=O)n2C)C(=O)NC1CCCc2ccccc21 (stereo unspecified) | 2 | 3 | -5 | 2 | -2 | 10 | 2 | 8 |
| 51 | Cc1ccc2c(c1)N(CC(=O)N1CCCCC1C)C(=O)CO2 (stereo unspecified) | 9 | -4 | 1 | 20 | -1 | -3 | -1 | -2 |
| 52 | Cc1ccc2cc(CN(CC3CCCO3)C(=S)NCc3ccco3)c(=O)[nH]c2c1 (stereo unspecified) | 1 | 8 | -6 | 3 | 1 | 8 | 1 | 10 |
| 53 | CCOc1ccc(CNC(=O)Cn2nc(C)c3c(C)n(-c4ccc(C)cc4)nc3c2=O)cc1 | 5 | 9 | -9 | 15 | 18 | 15 | -2 | 0 |
| 54 | O=C(c1ccco1)N1CCN(C(c2cccs2)c2nnnn2C2CCCCC2)CC1 (stereo unspecified) | -5 | -6 | 0 | 13 | -15 | -10 | -5 | 4 |
| 55 | O=[N+]([O-])c1cc(-c2cnc3ccccc3n2)ccc1Cl | 30 | -15 | 10 | 0 | 9 | -6 | -20 | -18 |

A different layout for part of the listing above.
55: O=[N+]([O-])c1cc(-c2cnc3ccccc3n2)ccc1Cl
  CXCR6 inh = 30; CCR6 antagonist = -15; UBC13 polyUb = 10; 697 NFkB inh = 0; EBI2 block = 9; Jurkat NFkB inh = -6; APJ antagonist = -20; Gli-Sufu block = -18
52: Cc1ccc2cc(CN(CC3CCCO3)C(=S)NCc3ccco3)c(=O)[nH]c2c1 (stereo unspecified)
  CXCR6 inh = 1; CCR6 antagonist = 8; UBC13 polyUb = -6; 697 NFkB inh = 3; EBI2 block = 1; Jurkat NFkB inh = 8; APJ antagonist = 1; Gli-Sufu block = 10
